Compound activity deposited in PubChem BioAssay by several laboratories.
SR-BI HDL uptake: mouse SR-BI HDL lipid transfer inhibition. inhibition, % at 12.5 µM. ldlA[mSR-BI] CHO cells, DiI-HDL uptake fluorescence, 3 h. Q61009. actives 0.96% (n = 320,000);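 active = mean replicate inhibition of at least 70% and a set share of replicates each scoring 70 or more; inconclusive = meets just one of the two criteria; inactive = fails both criteria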;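 note: 0% = median of neutral control wells and 100% = median of positive control wells; values of inactives mirror those of a sister screen read the other way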
Target sequence (Q61009 whole entry, looked up): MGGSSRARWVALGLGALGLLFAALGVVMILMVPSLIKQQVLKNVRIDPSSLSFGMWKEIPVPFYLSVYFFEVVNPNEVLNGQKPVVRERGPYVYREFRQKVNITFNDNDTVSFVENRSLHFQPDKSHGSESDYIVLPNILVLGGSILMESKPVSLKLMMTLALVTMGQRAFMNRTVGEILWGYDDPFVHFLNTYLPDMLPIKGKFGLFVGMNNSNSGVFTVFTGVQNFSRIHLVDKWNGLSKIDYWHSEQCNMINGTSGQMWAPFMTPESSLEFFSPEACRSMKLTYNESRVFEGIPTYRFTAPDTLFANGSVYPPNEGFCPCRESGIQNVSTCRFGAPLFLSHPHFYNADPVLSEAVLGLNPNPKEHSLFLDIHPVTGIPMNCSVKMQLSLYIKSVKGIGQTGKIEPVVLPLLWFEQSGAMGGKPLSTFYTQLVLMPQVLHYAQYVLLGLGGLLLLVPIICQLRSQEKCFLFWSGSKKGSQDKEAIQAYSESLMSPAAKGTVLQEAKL
MITF act: MITF TRPM1 promoter activation in melanoma cells. SK-MEL-5 TRPM1-promoter luciferase, 24 h; % of positive control, neutral wells = 0. activation, % at 12.5 µM. actives 0.75% (n = 300,000);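 active = mean activation of at least 80% with every replicate also reaching 80%; inconclusive = mean reaches 80% but some replicate falls short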;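 note: 0% = neutral control wells and 100% = parthenolide positive control wells; values of inactives mirror those of a sister screen read the other way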
Ecoli viability: bacterial growth inhibition, counter-screen for AddAB inhibitors | E. coli V3065 growth, OD600 absorbance, 18 h | inhibition, % at 11.9 µM | actives 0.27% (n = 330,000);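 active = inhibition above the campaign's mean inhibition across all tested compounds plus 3 SD, cut at about 9.9% in these data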;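 note: uninfected addAB+ strain grown without phage in ampicillin broth; 0% = DMSO wells and 100% = ciprofloxacin 0.95 µg/ml wells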
CAL PDZ FP-1: blocks peptide binding to human CAL PDZ domain. Q9HD26. inhibition, % at 20 µM. AID 504414. purified CAL PDZ, TMR-peptide fluorescence polarization, 1 h. actives 0.02% (n = 330,000);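 active = highest replicate inhibition of at least 40%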;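 note: plate controls were DMSO neutral control wells for no effect and unlabeled competitor peptide control wells for full effect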
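System: purified tagged CAL PDZ domain construct (CerCALP). Schedule: 1 h incubation at room temperature before polarization reading. Medium: 25 mM sodium phosphate pH 7.4, 150 mM NaCl, TCEP, IgG, Thesit. Read-out: percent inhibition from loss of millipolarization. Measured by: FP readout, S and P plane fluorescence. Probe or stimulus: fluorescent TMR peptide probe.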
SR-BI DiI-HDL act: activators of SR-BI mediated HDL lipid uptake. CHO ldlA[mSR-BI] cells, DiI-HDL uptake fluorescence, 3 h; 100 = double the neutral-control signal. activation, % at 12.5 µM. actives 0.096% (n = 320,000). AID 504775;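 active = mean replicate activation of at least 60% and every replicate at or above 60%; inconclusive = mean or all-replicate condition met, but not both; inactive = mean below 60% and not all replicates reaching 60%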;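 note: 0% = median plate neutral-control signal and 100% = twice that signal; values of inactives mirror those of a sister screen read the other way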
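Test system: SR-BI-overexpressing, LDLR-lacking CHO cells; Also added: labelled HDL, 10 µg/mL; Measured by: bottom-read cell fluorescence after medium removal, ex 550/em 595 nm; Timing: 3 h uptake period with compound, 37 °C; Buffer or medium: F12, 0.5% BSA, 25 mM HEPES; Doses: single compound concentration, delivered by pin transfer.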
CAL PDZ FP-2: CAL PDZ (human) peptide binding inhibition; Q9HD26; purified CAL PDZ, TMR-peptide fluorescence polarization, 1 h; inhibition, % at 24.9 µM; actives 0.92% (n = 300,000); AID 602252;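 active = mean inhibition of at least 30% with at least half of replicates also reaching 30%; inconclusive = no clear call, values can overlap the other calls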;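 note: 0% = DMSO neutral control and 100% = excess unlabeled competitor peptide PRC23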
phage Ecoli inh: E. coli growth loss with phage present. growth absorbance. inhibition, % at 11.9 µM. actives 0.26% (n = 360,000). AID 651602; in the data active = inhibition above about 11%
Wnt act: activates Wnt/beta-catenin signaling in a reporter cell assay; activation, % at 9.35 µM; actives 1.2% (n = 300,000); activator, plate reader; in the data active = activation above about 30%, passing the limit was not always enough; inconclusive = no clear call, values can overlap the other calls;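 note: 0% = neutral control wells and 100% = positive control wells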
AddAB inh: less growth of phage-infected E. coli with AddAB; actives 0.29% (n = 330,000); E. coli expressing H. pylori AddAB, absorbance growth; AID 435030; inhibition, % at 11.9 µM; in the data active = inhibition above about 12%;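 note: 0% = vehicle wells of infected cells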
Tat transport: blocks Tat-dependent protein export in E. coli; AID 488895; inhibition, % at 10 µM; actives 0.036% (n = 340,000); E. coli MC4100 TorA-mCherry Tat export, fluorescence;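 active = mean replicate inhibition at least 50% and at least half of replicates individually reaching 50%; inconclusive = only one of the two criteria met; inactive = neither criterion met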;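 note: exported cargo escapes ClpAP degradation while cytoplasmic cargo is degraded and loses fluorescence; 0% = median of neutral control wells and 100% = median of NaSCN control wells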
Starred values were filed as active, the others as inactive; ? = inconclusive; . = no result given; & = joins results of further samples. This is a random part of the collection. About 3.6% of those tested had a hit in this group.

Start of the data: the first 3 records (preview)
SMILES	SR-BI HDL uptake	MITF act	Ecoli viability	CAL PDZ FP-1	SR-BI DiI-HDL act	CAL PDZ FP-2	phage Ecoli inh	Wnt act	AddAB inh	Tat transport
CCCCCC(=O)N1CCN(CCN=CC2=C(O)CC(c3ccc(OC)cc3)CC2=O)CC1 (centres undefined)	-9&5	-18&-3	1.6	-0.1&-0.5	9&-5	-2&0	1.8&0.2	-7	0.7	-3&-3
CCN1CCN(C(c2cccs2)C(C)NS(=O)(=O)c2ccccc2)CC1 (centres undefined)	-25	.	0.8	-0.1	25	.	1.1	1	-2.5	-5
Cc1ccc(SCC(=O)Nc2ccc(N3CCN(C)CC3)c(F)c2)c(C)c1	3	10	-0.2	0.9	-3	-9	4.0	-2	0.2	-4

Main list, repeating the preview:
SMILES	SR-BI HDL uptake	MITF act	Ecoli viability	CAL PDZ FP-1	SR-BI DiI-HDL act	CAL PDZ FP-2	phage Ecoli inh	Wnt act	AddAB inh	Tat transport
CCCCCC(=O)N1CCN(CCN=CC2=C(O)CC(c3ccc(OC)cc3)CC2=O)CC1 (centres undefined)	-9&5	-18&-3	1.6	-0.1&-0.5	9&-5	-2&0	1.8&0.2	-7	0.7	-3&-3
CCN1CCN(C(c2cccs2)C(C)NS(=O)(=O)c2ccccc2)CC1 (centres undefined)	-25	.	0.8	-0.1	25	.	1.1	1	-2.5	-5
Cc1ccc(SCC(=O)Nc2ccc(N3CCN(C)CC3)c(F)c2)c(C)c1	3	10	-0.2	0.9	-3	-9	4.0	-2	0.2	-4
N#Cc1c(SCC(N)=O)nsc1SCc1ccccc1Cl	-2	-7	1.6	-1.3	2	-5	5.3	.	2.5	-11
C=CCNC(=O)c1onc(CSc2ccncc2)c1C(=O)NCC=C	-1	-8	-2.2	-1.3	1	-2	0.8	1	0.6	-1
N#Cc1c(N2C(=O)Nc3ccccc3N2O)sc2c1CCCC2	5	-5	0.0	-0.8	-5	-4	2.3	-11	1.6	4
Cc1ccc(-c2nnn(CC(=O)N(Cc3cccs3)C(C(=O)NC(C)(C)C)c3ccco3)n2)o1 (centres undefined)	-6	.	-1.1	-4.0	6	2	4.0	.	0.2	5
COc1ccc(NC(=O)c2ccc(S(=O)(=O)NCc3cccnc3)cc2)cc1	9	11	-0.3	-2.2	-9	-2	3.0	1	-0.8	-1
CC(=O)Nc1ccc(S(=O)(=O)N2CCN=C2SCc2ccc(F)cc2)cc1	-7	-2	-1.3	-1.6	.	.	1.5	-1	-2.8	-4
Cc1csc(SCCn2c(N3CCOCC3)nc3c2c(=O)[nH]c(=O)n3C)n1	-22	.	1.0	-0.3	22	.	2.1	1	1.6	0
N#Cc1cccc(C(=O)OCC(=O)N2CCCc3ccccc32)c1	-13	9	-0.7	-1.4	13	-5	1.9	-1	1.5	-7
Cc1ccc[n+](CC(=O)/C=C2\N(C)c3ccccc3C2(C)C)c1	-10	-19	0.3	0.2	10	-2	2.0	1	4.2	-3
O=C(COC(=O)c1cccs1)Nc1cccc(S(=O)(=O)NC2=NCCCCC2)c1	-23	-2	-0.1	-0.7	23	-3	0.6	-1	3.6	5
COc1ccc(C(=O)C2CCCN(C(=O)c3ccc(C(C)=O)s3)C2)c(C)c1 (centres undefined)	2	-9	.	-2.7	-2	-4	0.9	-1	.	11
NNC(=O)COc1ccc(-c2n[nH]c(C(F)(F)F)c2-c2ccc(Br)cc2)c(O)c1	.	9	-0.2	-0.4	.	-3	5.6	.	5.2	0
CCC(=O)Nc1ccc2c(c1)nc(CCN1CCN(C)CC1)n2C	3	-7	1.1	-0.4	-3	2	-0.8	-1	2.1	6
CCOC(=O)c1[nH]ncc1CN1CCCC(C(=O)c2ccc(OC)c(OC)c2)C1 (centres undefined)	-2	-9	2.1	-2.4	2	-5	6.0	1	3.5	-7
CNc1ccccc1C(C)(C)c1cc(-c2ccc(F)cc2)no1	36	-15	-1.3	0.2	-36	-4	5.1	.	2.9	0
O=C1CCCc2cc3c(cc21)CCCC3	9	8	.	0.5	-9	-4	1.0	0	.	-14
Cc1cccc(C)c1NC(=O)NN=C1CCCCC1	-6	.	0.7	-1.0	6	-2	1.3	3	0.4	-4
O=C(NNC(=O)C1CC1c1ccccc1)c1cccc([N+](=O)[O-])c1 (centres undefined)	-2	6	2.0	-0.1	2	0	3.7	-3	3.4	2
O=C(NCc1ccccc1)[C@H]1C[C@@H]1[C@H](NP(=O)(c1ccccc1)c1ccccc1)c1ccccc1	-11	4	0.8	1.4	11	-1	2.3	-4	-1.3	-10
Cc1ccc(S(=O)(=O)NCC(=O)NNC(=O)c2ccc(Br)cc2)cc1C	54	0	-1.1	-0.8	-54	-3	3.2	0	0.3	4
C=CCN1C(=O)c2ccc(C(=O)NCC(c3ccccc3)N(C)C)cc2C1=O (centres undefined)	5	-8	3.3	-0.1	-5	1	0.9	2	3.9	4
COc1ccc(N2CCN(C(=O)COC(=O)c3ccc(Cl)nc3)CC2)cc1	-14	7	1.1	-4.2	14	-5	2.4	-4	-0.8	5
CCOc1cc(C(=O)OCc2ccc([N+](=O)[O-])cc2)ccc1OCC(=O)N1CCOCC1	18	11	-3.0	-4.1	-18	0	2.1	2	0.5	3
Cc1ccccc1C(=O)NC(=S)NCC1CCCO1 (centres undefined)	-15	-8	-1.0	0.0	15	.	0.8	.	2.0	-4
O=C(NC1CCS(=O)(=O)C1)C1C2CC3CC(C2)CC1C3 (centres undefined)	-26	-5	2.1	0.5	26	3	2.5	3	3.1	-6
COC(=O)c1cc(S(=O)(=O)NCC2CCN(Cc3ccc(F)cc3)CC2)cn1C	20	-2	0.4	-1.7	-20	-2	1.9	-1	-0.9	-14
Cc1ccc(C)c(NC(=O)CN(C)C(=O)c2ccccc2Cc2ccccc2)c1	10	-7	1.5	-5.7	-10	-5	1.7	1	1.7	3
CCOC(=O)/C=C/[C@H]1CCc2cccc(C)c2O1	-16	-12	-0.6	0.0	16	-4	3.0	2	2.4	-10
O=C(COC(=O)c1cccc(Br)c1)Nc1ccc2[nH]c(=O)[nH]c2c1	-12	-4	0.6	0.1	12	.	2.4	-4	1.9	-11
COc1ccc(NC(=O)c2cccc(S(=O)(=O)N3CCN(C)CC3)c2)c(OC)c1	.	9	-0.9	-2.4	.	-4	0.3	1	-0.4	0
O=C1CSc2ccccc2N1	-29	-10	.	-1.2	29	.	1.4	-2	.	-5
COc1ccccc1C1/C(=C(/O)c2ccc(C)cc2)C(=O)C(=O)N1CC(C)O (centres undefined)	-7	8	1.3	-1.1	7	0	3.6	.	3.1	-1
O=C(c1ccco1)N1CCN(Cc2nc(-c3cccs3)no2)CC1	.	1	-0.6	-1.9	.	3	2.2	-2	4.5	6
COc1ccc2nc(N3CCCC3)c(C#N)cc2c1	12	63	-5.2	0.6	-12	1	2.3	?	1.7	-3
COC(=O)Nc1ccc(S(=O)(=O)N2CCCCC2C(=O)NCc2ccco2)cc1 (centres undefined)	5	.	2.5	-0.6	-5	-3	-0.8	-7	2.8	0
CCN(CC)C(=O)CSc1nc2ccccc2n1CC(=O)N1CCN(c2ccccc2OC)CC1	61	4	-3.5	-1.5	-61	-1	5.5	.	-1.4	-4
COc1cccc(Nc2c3c(nc4c(-c5ccccc5)c(C)nn24)CCC3)c1	27	-3	-0.6	-0.8	-27	-3	3.7	.	-1.1	-6
COc1ccc(C(=O)N2CCCC(c3nc(-c4cccs4)no3)C2)cc1OC (centres undefined)	6	3	0.2	0.4	-6	3	1.0	-3	-0.5	3
O=C(CSc1nnc(COc2ccccc2)n1-c1ccccc1)c1ccccc1	4	9	3.2	-1.6	-4	3	1.5	-6	5.5	8
CCOC(=O)c1c(N)sc(C(=O)OC)c1C	9	7	-0.6	0.1	-9	1	4.9	-3	1.9	4
COc1ccc(NC(=O)c2ccc(NC(=O)c3nc4nccc(C)n4n3)cc2)cc1	26	10	2.4	-2.0	-26	8	1.9	-1	2.4	11
Cc1ccc(OCc2cc(C(=O)N3CCN(C)C[C@@H]3c3ccccc3)no2)cc1C	52	113*	-3.5	-0.5	-52	.	1.7	-1	2.8	-1
O=C(NCCN1CCOCC1)c1c(F)c(F)c(F)c(F)c1F	-7	.	-0.1	-2.7	7	-18	2.8	.	-1.7	-1
CCOc1ccc2c(c1)OC(c1ccc(C)cc1)(C(F)(F)F)NC2=O (centres undefined)	-17	-37	0.6	-0.8	17	-5	4.0	.	-0.8	-1
O=C(N/C(=C\c1ccco1)C(=O)N1CCCC1CO)c1ccccc1 (centres undefined)	-7	-10	-0.3	-3.2	7	-4	0.8	-1	1.2	1
Cc1cc(NC(=S)Nc2cccnc2)ccc1Br	.	5	-0.2	0.1	.	3	3.5	-2	1.9	-1
CC1CN(S(=O)(=O)c2cccc(-c3cn4ccccc4n3)c2)CC(C)O1 (centres undefined)	-17	3	2.7	-2.3	17	1	2.5	0	3.3	14

Entries from the list above that contain a nitro group on carbon, in the order listed:
SMILES	SR-BI HDL uptake	MITF act	Ecoli viability	CAL PDZ FP-1	SR-BI DiI-HDL act	CAL PDZ FP-2	phage Ecoli inh	Wnt act	AddAB inh	Tat transport
O=C(NNC(=O)C1CC1c1ccccc1)c1cccc([N+](=O)[O-])c1 (centres undefined)	-2	6	2.0	-0.1	2	0	3.7	-3	3.4	2
CCOc1cc(C(=O)OCc2ccc([N+](=O)[O-])cc2)ccc1OCC(=O)N1CCOCC1	18	11	-3.0	-4.1	-18	0	2.1	2	0.5	3

(list continues)
SMILES	SR-BI HDL uptake	MITF act	Ecoli viability	CAL PDZ FP-1	SR-BI DiI-HDL act	CAL PDZ FP-2	phage Ecoli inh	Wnt act	AddAB inh	Tat transport
CCN1CCCC1CNC(=O)c1ccc(N2CCCC2=O)cc1 (centres undefined)	16	13	0.0	-1.2	-16	1	0.6	-3	0.2	-14
CCN(c1ccccc1)S(=O)(=O)c1ccc(OC)c(NC(=O)c2c(C)noc2C)c1	-10	-4	.	-2.2	10	2	5.4	-1	.	5
Cc1ccccc1NC(=O)c1cc(S(=O)(=O)c2ccccc2)ccc1Cl	25	-4	-2.0	-1.0	-25	-3	-0.7	-1	-0.7	6
CCOc1ccc(C(=O)NCC(=O)OCC(=O)N2CCCC2)cc1	-5	-6	0.5	-0.2	5	0	0.4	0	2.3	7
COc1ccc2cc3cc(C(=O)N4CCN(c5ccccc5)CC4)oc3nc2c1	-4	.	1.0	-2.1	4	-4	2.2	.	1.9	-1
